# Bim-Bcl-B – inhibitors of Bim-Bcl-B interaction, human; Q9HD36; bead-based flow cytometry, Bim peptide-Bcl-B binding; inhibition, % at 10 µM; 190,000 tested, 0.073% active; AID 951;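 also: 0% = tracer peptide without compound and 100% = reference inhibitor peptide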
# Target sequence (Q9HD36 whole entry, looked up): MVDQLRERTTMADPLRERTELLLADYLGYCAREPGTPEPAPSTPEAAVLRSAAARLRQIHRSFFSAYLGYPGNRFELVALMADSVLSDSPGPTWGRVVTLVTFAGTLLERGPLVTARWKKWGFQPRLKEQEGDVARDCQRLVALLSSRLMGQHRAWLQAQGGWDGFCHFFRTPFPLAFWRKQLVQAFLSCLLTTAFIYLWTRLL
# Bcl-XL Bim block – disrupts Bim peptide binding to human Bcl-XL; Q07817; inhibition, % at 10 µM; 190,000 tested, 0.04% active; bead flow cytometry, fluorescence
# RGS7-Gao – regulators of human RGS7-Galphao interaction; P09471; Multiplexed bead flow cytometry, RGS7-Galphao binding; actives lie on both sides; binding response (% of control), % at 10 µM; 220,000 tested, 0.35% active; AID 1439; in the data active = binding response below about 49% or above about 150%; inconclusive = no clear call, values can overlap the other calls; inactive = in between;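 also: fluorescent Galphao held in activated GDP-AlF4 state binding bead-coupled RGS7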
# Target sequence (P09471 whole entry, looked up): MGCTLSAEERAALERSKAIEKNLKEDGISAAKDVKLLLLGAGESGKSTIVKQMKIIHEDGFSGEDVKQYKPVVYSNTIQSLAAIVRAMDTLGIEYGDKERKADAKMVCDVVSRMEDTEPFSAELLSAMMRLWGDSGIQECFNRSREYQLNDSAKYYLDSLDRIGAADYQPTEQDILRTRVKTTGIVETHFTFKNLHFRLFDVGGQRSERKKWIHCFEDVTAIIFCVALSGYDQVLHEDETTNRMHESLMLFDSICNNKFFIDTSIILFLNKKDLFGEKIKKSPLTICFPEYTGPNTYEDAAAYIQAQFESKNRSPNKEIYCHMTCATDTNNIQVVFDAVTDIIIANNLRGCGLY
# Bcl-W Bim block – inhibitors of Bim-Bcl-W interaction, human | AID 952 | 190,000 tested, 0.02% active | Q92843 | bead-based flow cytometry, Bim peptide-Bcl-W binding | inhibition, % at 10 µM;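 also: 0% = bound tracer without compound and 100% = peptide blocker; higher means less fluorescent Bim peptide bound to Bcl-W beads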
# Target sequence (Q92843 whole entry, looked up): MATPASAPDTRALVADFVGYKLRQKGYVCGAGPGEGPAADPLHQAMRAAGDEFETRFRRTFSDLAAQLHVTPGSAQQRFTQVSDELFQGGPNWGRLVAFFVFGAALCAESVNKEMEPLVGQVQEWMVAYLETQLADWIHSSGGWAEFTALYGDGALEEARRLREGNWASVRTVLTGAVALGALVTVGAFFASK
# Mcl1 Noxa PPI – Mcl-1/Noxa interaction inhibition. inhibition, % at 21.7 µM. 220,000 tested, 1.5% active. TR-FRET Mcl-1/Noxa peptide binding, 2 h;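 active = compounds that cut the protein-peptide binding signal by more than 50% relative to plate controls in a single-dose test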;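 also: His-tagged Mcl-1 with rhodamine Noxa BH3 peptide and terbium anti-His antibody; 0% = Mcl-1 plus Noxa peptide wells and 100% = peptide-only wells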
# RGS4-Gao reg – human RGS4-Galphao interaction regulation | P09471 | Multiplexed bead flow cytometry, RGS4-Galphao binding; actives lie on both sides | binding response (% of control), % at 10 µM | 220,000 tested, 0.33% active | AID 1415; in the data active = binding response below about 49% or above about 150%; inactive = in between;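 also: fluorescent Galphao activated with aluminum fluoride binding bead-coupled RGS4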
# Mcl1 Bid PPI – Mcl-1/Bid interaction inhibition. TR-FRET Mcl-1/Bid-Dy647 peptide binding, 1536-well. inhibition, % at 21.7 µM. AID 1021. 220,000 tested, 0.97% active. Q07820;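 active = compounds that cut the binding signal by more than half at the single screening dose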;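 also: His-tagged Mcl-1 with europium anti-His antibody binding Bid BH3 peptide; 0% = Mcl-1 plus peptide wells and 100% = peptide-only wells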
# RGS8-Gao – human RGS8-Galphao interaction regulation; P09471; response (percent of control binding), % at 10 µM; multiplexed bead flow cytometry, RGS8-Galphao binding; actives lie on both sides; 220,000 tested, 0.34% active; in the data active = response below about 60% or above about 140%; inactive = in between;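 also: Galphao activated as the GDP aluminium fluoride complex binding bead-coupled RGS8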
# Mcl-1 Bim block – human Bim-Mcl-1 interaction inhibition; Q07820; Bead-based flow cytometry, Bim peptide-Mcl-1 binding; inhibition, % at 10 µM; 190,000 tested, 0.1% active;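 also: 0% = no compound tracer wells and 100% = peptide blocker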
# Bim-Bfl-1 – human Bim-Bfl-1 interaction inhibition | Bead-based flow cytometry, Bim-Bfl-1 binding inhibition | inhibition, % at 10 µM | 190,000 tested, 0.12% active;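 also: 0% = wells without compound plus tracer and 100% = blocker peptide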
# Bcl-2 Bim block – human Bim-Bcl-2 interaction inhibition; P10415; Bead-based flow cytometry, Bim peptide-Bcl-2 binding; inhibition, % at 10 µM; 190,000 tested, 0.06% active; in the data active = inhibition above about 40%; inconclusive = no clear call, values can overlap the other calls;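 also: 0% = no compound wells with probe peptide and 100% = reference peptide inhibitor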
# Target sequence (P10415 whole entry, looked up): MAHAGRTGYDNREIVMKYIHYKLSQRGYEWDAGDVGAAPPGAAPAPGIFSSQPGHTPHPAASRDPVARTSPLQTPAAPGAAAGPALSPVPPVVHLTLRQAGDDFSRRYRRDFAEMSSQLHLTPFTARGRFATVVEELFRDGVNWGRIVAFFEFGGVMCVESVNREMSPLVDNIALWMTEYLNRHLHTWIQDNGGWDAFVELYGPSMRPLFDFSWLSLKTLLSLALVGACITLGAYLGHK
# Active calls of the source: *; ? = inconclusive; nt = not tested or not shown. Rule as the data show it, unless noted: active = inhibition above about 40%. Compounds were not picked by outcome; 2.7% or so of the library scored in one or more.
# Preview:
SMILES,Bim-Bcl-B,Bcl-XL Bim block,RGS7-Gao,Bcl-W Bim block,Mcl1 Noxa PPI,RGS4-Gao reg,Mcl1 Bid PPI,RGS8-Gao,Mcl-1 Bim block,Bim-Bfl-1,Bcl-2 Bim block
CCCNC(=O)C1CCN(S(=O)(=O)c2ccc(Br)cc2)CC1,-2,-2,101,-1,4,100,-11,100,-2,0,-4
CC1(C)Cc2c(c(N3CCOCC3)nc3sc(C#N)c(N)c23)CS1,-2,-3,105,-1,13,101,-68,102,-1,0,-1
Cc1ccc(C(=O)NCC#N)cc1,-1,-4,99,-1,-3,101,-15,101,1,-2,0
CC1=NCCN1S(=O)(=O)c1cc(Cl)ccc1Cl,-3,1,100,3,12,101,4,101,0,-5,-1
N#C/C(=C(/O)CCCl)c1ccccn1,-6,-1,92,-1,12,100,-7,95,-2,-3,-1
COc1cc(C(=O)/C=C/Nc2ccc(NC(C)=O)cc2)cc(OC)c1OC,-3,-1,108,0,24,95,-28,78,0,-1,4

# Results, previewed entries included:
SMILES,Bim-Bcl-B,Bcl-XL Bim block,RGS7-Gao,Bcl-W Bim block,Mcl1 Noxa PPI,RGS4-Gao reg,Mcl1 Bid PPI,RGS8-Gao,Mcl-1 Bim block,Bim-Bfl-1,Bcl-2 Bim block
CCCNC(=O)C1CCN(S(=O)(=O)c2ccc(Br)cc2)CC1,-2,-2,101,-1,4,100,-11,100,-2,0,-4
CC1(C)Cc2c(c(N3CCOCC3)nc3sc(C#N)c(N)c23)CS1,-2,-3,105,-1,13,101,-68,102,-1,0,-1
Cc1ccc(C(=O)NCC#N)cc1,-1,-4,99,-1,-3,101,-15,101,1,-2,0
CC1=NCCN1S(=O)(=O)c1cc(Cl)ccc1Cl,-3,1,100,3,12,101,4,101,0,-5,-1
N#C/C(=C(/O)CCCl)c1ccccn1,-6,-1,92,-1,12,100,-7,95,-2,-3,-1
COc1cc(C(=O)/C=C/Nc2ccc(NC(C)=O)cc2)cc(OC)c1OC,-3,-1,108,0,24,95,-28,78,0,-1,4
CCCCOC(=O)Nc1ccc(C(=O)OCCC)cc1,-6,-3,105,1,4,100,1,102,-3,-20,-7
O=C(CCCn1c(=S)[nH]c2ccccc2c1=O)NCCSCc1ccccc1,-4,-1,98,0,3,98,-28,101,1,-4,-4
COc1ccc(C(=O)NNC(=O)c2ccc(S(=O)(=O)N3CC(C)OC(C)C3)cc2)cc1 (centres undefined),-3,-3,100,1,0,103,-31,105,2,0,-1
COc1ccc(C)cc1-n1cnnn1,nt,nt,?,nt,-5,93,-2,106,nt,nt,nt
CCc1c(O)nc(SC2CC(=O)N(c3ccccc3)C2=O)[nH]c1=O (centres undefined),-2,-4,99,-1,10,103,-43,103,-1,-1,1
Cc1ccc(CC(=O)NCC(c2ccco2)N(C)C)cc1C (centres undefined),-1,-1,103,-2,12,100,-19,100,-1,0,0
O=C(Nc1cccc2ccccc12)N1CCOCC1,0,-2,106,0,10,106,-20,103,0,-4,0
Cc1ccccc1NC(=O)c1cc2ccccn2n1,nt,nt,?,nt,-23,107,-46,110,nt,nt,nt
Cc1cc(NC(=O)Cn2nc(C)c([N+](=O)[O-])c2C)no1,-1,-4,?,1,-3,102,-29,101,1,-4,-2
COC(=O)[C@H](Cc1ccccc1)NC(=O)N1CCN(Cc2ccccc2)CC1,-4,0,103,-3,-16,99,-30,101,0,-4,0
Cc1ccc(C(=O)C[n+]2cccc(C(N)=O)c2)cc1,nt,nt,?,nt,-5,103,-26,102,nt,nt,nt
O=C(NCCC1=CCCCC1)C1CC(=O)N(C2CCCCCC2)C1 (centres undefined),-5,-8,97,-3,-6,97,-8,98,2,-10,-5
O=C(NNC(=O)C1C2CCC(C2)C1C(=O)O)c1ccc(Br)o1 (centres undefined),-9,-8,101,-6,12,100,-9,102,-1,-17,-8
COc1ccccc1Cn1c(/C=C/c2ccccc2)nc2ccccc21,-3,-3,103,-4,4,103,-2,102,-6,5,-2
CCCCn1c(Cc2ccccc2)n[nH]c1=S,-22,-10,103,-4,8,102,-17,102,-7,-16,-13
COCCn1cnc2cc(C)c(C)cc21,-2,-3,104,-2,-4,100,-8,105,0,-5,-5
Oc1nc(-c2ccc(Br)cc2)n2ccncc12,0,0,96,3,5,98,-59,100,-2,5,-3
O=C1CN2CCC1C/C2=C\c1ccnc2c(Cl)cccc12 (centres undefined),nt,nt,?,nt,-7,97,10,97,nt,nt,nt
O=C(CSCCc1ccccn1)Nc1ccccn1,0,-6,98,-3,6,98,-20,96,-10,-4,-2
SMILES,Bim-Bcl-B,Bcl-XL Bim block,RGS7-Gao,Bcl-W Bim block,Mcl1 Noxa PPI,RGS4-Gao reg,Mcl1 Bid PPI,RGS8-Gao,Mcl-1 Bim block,Bim-Bfl-1,Bcl-2 Bim block
CCOC(=O)C1(Cc2ccc(OC)cc2)CCN(C(=O)[C@@H]2CCCN2C(C)=O)CC1,nt,nt,?,nt,3,92,-4,96,nt,nt,nt
O=C(CN1CCOCC1)Nc1c(Cl)cc(Cl)cc1Cl,-3,-3,89,0,7,92,-3,96,-1,-7,-5
CCCN(C(=O)CN1C(=O)NC2(CCCCCC2)C1=O)C1CCS(=O)(=O)C1 (centres undefined),1,1,98,4,2,99,-12,99,2,-4,-2
COc1cc(C(=O)Nc2cc(-c3cn4cccnc4n3)ccc2C)cc(OC)c1OC,-4,-1,100,-3,6,103,-1,100,-1,-3,-1
N/C(Cc1ccc(Cl)c(Cl)c1)=N\OC(=O)c1ccc(Br)o1,nt,nt,?,nt,8,101,-13,101,nt,nt,nt
CCOC(=O)C1C(C)=C(Nc2ccc(OC)cc2)C(=O)N1c1ccc(OC)cc1 (centres undefined),-6,-5,95,0,-27,99,-28,97,0,-2,-6
C=CCn1c(SC(C)CC)nc(O)cc1=O (centres undefined),6,1,91,4,16,90,-98,100,4,1,3
Cc1cnc(C(=O)OCC(=O)c2csc(N3CCCCC3)n2)cn1,0,-2,104,-1,17,103,-28,107,-3,0,-2
COc1ccc(/C=N/NC(=O)c2ccc(Cl)cc2)cc1COC(C)=O,-5,-8,95,-3,21,97,8,81,-4,-1,-4
C=C1CCN([C@@H](C)C(=O)OCc2cccc(C)c2)S(=O)(=O)c2ccccc21,nt,nt,?,nt,-8,93,-23,95,nt,nt,nt
O=C1NCC(O)=C1C=NCCO,-7,-3,97,-1,-12,100,-54,103,-2,-12,-9
CSc1nsc(N/N=C/c2ccc3c(c2)OCO3)c1C#N,0,-8,94,-3,19,90,-8,83,-14,6,3
COc1ccc(OC)c(-c2cc(C(=O)NCCCn3ccnc3)no2)c1,-6,-8,101,-7,14,100,-5,106,-8,-6,0
COc1ccc(NC(=O)Nc2cccs2)cc1Cl,-6,-1,96,-1,16,99,-29,97,-2,0,-7
CCOC(=O)c1sc(NC(=O)c2ccc(S(=O)(=O)N3CCOCC3)cc2)cc1C,-1,-2,99,7,40,103,34,101,2,-12,-8
CC(C)CCOc1ccc(C(=O)NCCC(=O)N2CCOCC2)cc1,-1,6,100,-2,-8,100,-58,103,0,-1,2
CCN1C(=O)/C(=C/N2CCc3ccccc32)SC1=S,-1,0,101,5,28,102,-27,102,5,-7,-3
CC[C@@H](C)[C@H](NC(=O)C1CCN(C(=O)[C@@H](NS(=O)(=O)c2ccc(C)cc2)C(C)C)CC1)C(=O)O,-4,-3,101,0,19,97,-24,101,-2,1,-2
COCCNC(=O)c1cnn2c(C(F)F)cc(-c3ccc(C)cc3)nc12,-1,2,100,-1,12,102,-11,102,0,-4,0
CC1CCC(C(C)C)C(OC(=O)C[n+]2cc(-c3ccc(Cl)cc3)n3c2CCCCC3)C1 (centres undefined),-2,-2,102,2,-5,98,-38,102,2,-2,-1
CCOC(=O)c1nnn(-c2nonc2N)c1CN(C)Cc1ccccc1,-8,-7,99,-3,-16,99,0,99,-2,-11,-5
CCOC(=O)c1c(C)[nH]c(C)c1C(=O)COC(=O)c1ccc(OC)cc1,-2,-2,101,-1,13,102,-11,102,-2,-8,0
CCCNC(=O)CCc1c(C)nc2nc(C)nn2c1C,-2,-3,92,1,-7,93,-9,95,-1,-7,-7
COCC(=O)N1CCCC(CNS(=O)(=O)c2ccc(OC)cc2)C1 (centres undefined),-1,-1,107,1,6,108,-8,108,0,-1,2
c1ccc(CSCc2nc3ccccc3[nH]2)cc1,-4,-5,90,0,-7,92,-6,78,-2,0,2
SMILES,Bim-Bcl-B,Bcl-XL Bim block,RGS7-Gao,Bcl-W Bim block,Mcl1 Noxa PPI,RGS4-Gao reg,Mcl1 Bid PPI,RGS8-Gao,Mcl-1 Bim block,Bim-Bfl-1,Bcl-2 Bim block
O=C(COC(=O)c1n[nH]c2ccccc12)NCc1ccccc1,-2,0,101,0,-9,100,-13,98,2,-3,-3
Nc1nnc(SCc2ccccc2)n1-c1ccccc1,0,0,99,2,15,100,2,102,2,3,7
Cc1cccc(-n2c(-c3ccco3)n[nH]c2=S)c1,-5,-9,102,-4,28,98,1,73,-2,0,2
CCS(=O)(=O)c1ccc2oc(Nc3ccccc3C)nc2c1,-3,-3,88,-4,-1,92,2,103,-2,-4,-6
Fc1ccc(-c2cnc[nH]2)cc1,0,-3,102,-1,-4,100,-6,101,-2,-1,-1
O=[N+]([O-])c1ccc(Sc2n[nH]c(-c3ccccc3)n2)nc1,-7,-1,101,-4,4,101,14,105,-6,-11,-9
COC(=O)c1ccc(NC(=O)CNc2ccccc2)cc1,-2,0,102,-1,25,102,-41,104,0,-5,-3
CCc1ccc(OCCn2cccn2)cc1,-4,-2,?,0,3,102,-7,100,0,-6,0
CCOC(=O)c1c(C)nn(Cc2ccccc2)c1N,-9,-11,101,0,-12,100,-25,99,-3,-20,-8
CS(=O)(=O)NCc1csc(-c2ccccc2)n1,-4,1,99,2,2,94,-11,100,0,-9,-2
CC(C)(C)C(=O)Nc1ccc(Sc2ccc([N+](=O)[O-])cc2)cc1,-8,-5,107,-3,2,106,17,120,-4,0,-4
C/C(=N\Nc1cccc2cccnc12)c1ccccn1,-3,-1,?,0,-8,99,-39,99,0,-3,-3
COc1ccc(NC(C)C(=O)N/N=C/c2ccc([N+](=O)[O-])s2)cc1 (centres undefined),-3,-1,86,-3,-15,89,-53,94,-4,-3,-3
O=C(Nc1nc(-c2cccs2)c(-c2cccs2)s1)C1CCCC1,-11,-10,99,-8,8,96,-30,96,-5,-13,-8
CCOC(=O)C1CCCN(C(=O)/C=C/c2ccccc2[N+](=O)[O-])C1 (centres undefined),-6,-2,97,-1,9,98,-29,99,-2,1,0
O=C(NC1CCCCC1)NC1CC2CCC(C1)N2C(=S)NCc1ccco1 (centres undefined),-3,0,101,-1,13,103,-59,103,0,0,1
COc1cc(OC)cc(-n2nnnc2SCC(=O)N2CCCC2)c1,0,2,101,3,-4,102,0,102,1,0,0
COc1ccc(COCC(O)CN2CCc3ccccc3C2)cc1OC (centres undefined),-3,-3,102,-3,-6,103,-2,102,-2,-6,-3
CC(/C=C/c1ccc2c(c1)OCO2)=N\NC(=O)c1cccc([N+](=O)[O-])c1,-9,-4,105,1,12,100,-24,102,-1,-8,-9
COC(=O)C1=COC(C)C2CN3CCc4c([nH]c5cc(OC)c(OC)cc45)C3CC12 (centres undefined),nt,nt,?,nt,-14,96,-112,102,nt,nt,nt
COc1ccc(NC(=O)CCC(=O)OCc2ccc(C(=O)Oc3ccc(Cl)cc3)cc2)cc1,-3,0,98,-1,-5,96,-18,98,1,-5,-3
OC1CCN(C(=S)NCCc2ccccc2)CC1,-36,-9,101,3,-10,101,-83,99,-115,-11,-13

# Screening data as filed in PubChem.
